PERK inh = inhibitors of human PERK kinase; CHO PERK-DD fusion, SEAP luminescence translation reporter; AID 1416; inhibition, % at 5.6 µM; 0.17% of 220,000 active;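 active means inhibition above the mean inhibition of all tested compounds plus 3 SD, set separately per screening campaign, cut at about 2.9% in these data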;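 further: PERK kinase domain activated by AP20187 dimerizer at 100 nM; 0% = DMSO with dimerizer and 100% = rapamycin at 8.4 µM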
eIF4E 4G PPI = eIF4E/eIF4G interaction inhibition in translation initiation; P63073+Q04637; AID 782; 0.37% of 220,000 active; inhibition, % at 21.7 µM; TR-FRET eIF4E-eIF4GI(517-606) binding, 2 h;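 active means inhibition above about 30%, limit read from the data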;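 further: 0% = full FRET control wells and 100% = background wells lacking eIF4GI fragment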
Ba/F3 V617F tox = loss of viability in JAK2V617F-driven Ba/F3 cells | Ba/F3 EpoR-JAK2V617F viability, ATP luminescence | inhibition, % at 5.6 µM | AID 1446 | 1.1% of 220,000 active;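 active means inhibition above the campaign mean plus 3 SD over all tested compounds, cut at about 24% in these data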;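 further: cytokine-independent growth of Ba/F3 cells driven by EpoR plus mutant JAK2; 0% = DMSO-treated cells and 100% = JAK inhibitor I control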
MDM2 E3 inh = blocks human Mdm2 ubiquitin ligase activity; signal enhancement, % at 5 µM; AID 1230; 0.11% of 210,000 active; cell-based MDM2 ubiquitination luciferase reporter, 2 h; 0 = plate control, 100 = twice control, blank-subtracted;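 active means signal enhancement of 30% or more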;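 further: luminescence tracks abundance of the self-degrading MDM2-luciferase fusion protein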
Target sequence (Q00987 whole entry, looked up, the tested form may be a part): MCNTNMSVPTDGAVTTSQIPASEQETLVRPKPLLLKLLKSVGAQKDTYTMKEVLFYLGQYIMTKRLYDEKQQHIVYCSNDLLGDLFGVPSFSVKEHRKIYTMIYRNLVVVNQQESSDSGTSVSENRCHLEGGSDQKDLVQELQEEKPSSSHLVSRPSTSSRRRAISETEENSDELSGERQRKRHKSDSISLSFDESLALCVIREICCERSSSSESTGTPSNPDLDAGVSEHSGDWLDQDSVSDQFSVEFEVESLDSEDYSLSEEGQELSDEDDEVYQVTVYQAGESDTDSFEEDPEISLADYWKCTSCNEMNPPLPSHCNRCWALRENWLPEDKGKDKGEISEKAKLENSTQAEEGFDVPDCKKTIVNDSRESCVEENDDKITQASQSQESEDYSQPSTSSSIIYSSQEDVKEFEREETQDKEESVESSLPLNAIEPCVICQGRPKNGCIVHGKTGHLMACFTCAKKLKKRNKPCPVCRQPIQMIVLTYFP
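Test system: mammalian cells stably expressing self-ubiquitinating, self-degrading MDM2 E3–luciferase fusion; Amount: 2000 cells in each well; Medium: DMEM; Schedule: 4 h settle plus 2 h compound, 37 °C; Technique: SteadyLite luciferase luminescence after 15 min room-temperature reagent incubation; Benchmarks: plate control and blank wells.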
S1P4 antag = human S1P4 receptor antagonism; O95977; S1P4-expressing cells, antagonist mode, reporter read-out; inhibition, % at 4.98 µM; 0.26% of 220,000 active; AID 1510; in the data active means inhibition above about 29%;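 further: 0% = wells stimulated with agonist and 100% = vehicle wells without agonist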
NPY-Y2 PAM-ag = potentiates or activates human NPY-Y2 receptor; AID 1359; cells expressing NPY-Y2, potentiator/agonist read-out; activation, % at 3.6 µM; 0.45% of 220,000 active; P49146; in the data active means activation above about 27%;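 further: cells stimulated with NPY near EC25 plus isoproterenol at EC100; 0% = vehicle plus submaximal agonist and 100% = vehicle plus saturating agonist; some results beyond the cut were filed as inactive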
Target sequence (P49146 whole entry, looked up): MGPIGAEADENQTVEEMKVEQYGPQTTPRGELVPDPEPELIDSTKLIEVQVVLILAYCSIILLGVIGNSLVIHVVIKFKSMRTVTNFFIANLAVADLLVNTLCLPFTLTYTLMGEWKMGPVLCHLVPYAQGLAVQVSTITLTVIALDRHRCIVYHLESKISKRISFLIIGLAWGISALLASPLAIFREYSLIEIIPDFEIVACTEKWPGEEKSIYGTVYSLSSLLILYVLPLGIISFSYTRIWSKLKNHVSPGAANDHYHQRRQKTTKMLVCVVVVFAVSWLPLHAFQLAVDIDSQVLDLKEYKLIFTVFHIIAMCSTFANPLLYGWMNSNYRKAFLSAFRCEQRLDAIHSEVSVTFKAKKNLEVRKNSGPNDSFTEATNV
BaF3 parental = counter-screen for JAK2V617F inhibitors: parental Ba/F3 viability inhibitors; 1.1% of 220,000 active; CellTiter-Glo ATP luminescence; inhibition, % at 5.6 µM;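 active means inhibition above a per-campaign cutoff, the mean inhibition of all tested compounds plus 3 SD, cut at about 27% in these data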;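 further: 0% = DMSO wells and 100% = JAK Inhibitor I control wells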
S1P4 agonist = agonists of human S1P4 receptor | O95977 | S1P4-expressing cell line, agonist reporter assay | activation, % at 4.98 µM | 0.35% of 220,000 active | AID 1509; in the data active means activation above about 11%;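 further: 0% = DMSO vehicle and 100% = reference agonist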
Wee1 stabilizer = human Wee1 degradation inhibition, primary screen | HeLa Luc-Wee1K328M stability, luciferase luminescence; 100% = proteasome inhibitor MG132 effect | 1.2% of 220,000 active | AID 1321 | reporter increase, % at 5 µM | P30291;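 active means activation above the mean of all tested compounds plus 3 SD, set per screening run, cut at about 8.8% in these data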;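 further: cells exposed to compound for 20 h before luminescence read; 0% = DMSO alone and 100% = MG132 at 30 µM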
Numbers without * were called inactive; x = not tested or not shown; [ ] = dose if it differs, or a comment.

SMILES	PERK inh	eIF4E 4G PPI	Ba/F3 V617F tox	MDM2 E3 inh	S1P4 antag	NPY-Y2 PAM-ag	BaF3 parental	S1P4 agonist	Wee1 stabilizer
O=C(NCc1ccc2c(c1)OCO2)c1ccc(Cl)s1	-0.2	-6	2	-4	-7	-17	4	1.8	-1
Cc1cccc(/C(N)=N/OC(=O)c2cccnc2)c1	0.4	0	2	-8	-3	3	7	0.4	-2
CC(=O)c1c(C)n(C)c2ccc(OC(=O)c3ccc([N+](=O)[O-])cc3)cc12	0.4	1	-2	-5	6	-2	4	0.0	-5
Cc1ccc(-n2ncc3c(SCc4ccccn4)ncnc32)c(C)c1	1.1	-4	12	2	4	3	35*	-0.8	4
O=C(CCN1C(=O)C2C3C=CC(C3)C2C1=O)NC1CCCc2ccccc21 (stereo not drawn)	0.3	-13	-2	-16	-11	-16	9	-1.7	3
O=C(O)/C=C/c1cnn(-c2ccccc2)c1	1.2	1	1	-26	-2	-6	4	1.2	15*
Cc1cccc(N2CCN(S(=O)(=O)c3cccc4nonc34)CC2C)c1 (stereo not drawn)	1.6	3	-2	-7	2	8	-1	1.1	1
Cc1ccccc1CCNC(=O)C1CCN(S(=O)(=O)c2ccc(-n3cnnn3)cc2)CC1	-0.2	-5[fluorescence artefact?]	4	4	-6	0	14	0.5	-2
O=[N+]([O-])c1nn(-c2ccc(Cl)cc2)n(O)c1=NCc1ccncc1	0.9	1	-4	-1	-1	1	-3	-0.1	0
CSc1nc(-c2ccccc2)c(C#N)c(=O)n1C	0.5	1	-2	-5	0	6	7	0.4	-1
CN(C)/C=N/c1sc2c(c1C(N)=O)CCCC2	0.8	5	-2	-13	5	12	2	0.7	2
OC1COC(OCc2ccccc2)C(O)C1O (stereo not drawn)	1.0	1	-8	-12	-11	-4	-1	-1.3	-1
Cc1ccn2cc(CCNC(=O)Cc3cccs3)nc2c1	0.7	2	-2	2	11	1	-1	-1.8	-3
CCC(c1nnnn1C(C)(C)C)N(Cc1cc2cccc(C)c2n2nnnc12)C1CCCC1 (stereo not drawn)	0.7	x	-1	x	-7	-6	1	0.1	-1
COC(=O)c1cccn(CC(=O)c2ccc(Cl)cc2)c1=O	1.6	-1	0	-10	-7	-18	1	0.7	1
CCC(C)NC(=S)N1CCN(Cc2ccc3c(c2)OCO3)CC1 (stereo not drawn)	0.9	-6	-2	-9	-7	-2	1	0.4	3
COC(=O)/C=C1\N/C(=N\c2nc(C)cc(C)n2)N(c2ccc(C)c(C)c2)C1=O	-0.1	12	-6	5	-5	-3	-1	-0.2	0
COc1ccc(C/C(N)=N/OC(=O)Cc2ccccc2)cc1	0.8	2	-2	-7	-12	-28	-1	3.7	-2
COCCNC(=O)c1c(N)n(-c2ccccc2)c2nc3ccccc3nc12	-1.5	6	2	-15	-8	6	1	1.6	-3
COc1cccc2cc(C(C)N(CCCN3CCOCC3)C(=S)Nc3ccccc3C)oc12 (stereo not drawn)	0.2	-2	4	-20	-8	-5	6	0.8	2
Cc1nc2c(C(=O)N3CCN(C)CC3)cnn2c(C)c1Cc1ccc(Cl)cc1	-1.9	-1	1	-12	5	-8	2	-1.0	0
COc1cc(C)ccc1OCCOc1cc(C)ccc1Cl	0.4	7	-1	4	-12	-5	-1	-0.2	0
Cc1cc2ncc(S(=O)(=O)c3ccccc3)c(N)n2n1	-0.1	-5	1	4	-7	-14	3	0.7	-2
Cc1ccc(-c2nc(-c3ccccn3)sc2CC(=O)O)cc1	0.4	-9	-2	x	-4	-21	-4	-1.0	-4
COCCNC(=O)c1cccc(Nc2nc(-c3ccccc3)c3cc(Cl)ccc3n2)c1	0.3	2	2	-18	-9	-3	5	3.2	-1

Ordered by the number under PERK inh (rising): some entries from above
Structure	PERK inh	eIF4E 4G PPI	MDM2 E3 inh	S1P4 antag	NPY-Y2 PAM-ag	S1P4 agonist	Wee1 stabilizer
COC(=O)/C=C1\N/C(=N\c2nc(C)cc(C)n2)N(c2ccc(C)c(C)c2)C1=O	-0.1	12	5	-5	-3	-0.2	0
COCCNC(=O)c1cccc(Nc2nc(-c3ccccc3)c3cc(Cl)ccc3n2)c1	0.3	2	-18	-9	-3	3.2	-1
CC(=O)c1c(C)n(C)c2ccc(OC(=O)c3ccc([N+](=O)[O-])cc3)cc12	0.4	1	-5	6	-2	0.0	-5
Cc1ccc(-n2ncc3c(SCc4ccccn4)ncnc32)c(C)c1	1.1	-4	2	4	3	-0.8	4

By substructure, those above containing an aryl thioether with sulfur outside any ring
SMILES	PERK inh	eIF4E 4G PPI	Ba/F3 V617F tox	MDM2 E3 inh	S1P4 antag	NPY-Y2 PAM-ag	BaF3 parental	S1P4 agonist	Wee1 stabilizer
Cc1ccc(-n2ncc3c(SCc4ccccn4)ncnc32)c(C)c1	1.1	-4	12	2	4	3	35*	-0.8	4
CSc1nc(-c2ccccc2)c(C#N)c(=O)n1C	0.5	1	-2	-5	0	6	7	0.4	-1

Additional records:
SMILES	PERK inh	eIF4E 4G PPI	Ba/F3 V617F tox	MDM2 E3 inh	S1P4 antag	NPY-Y2 PAM-ag	BaF3 parental	S1P4 agonist	Wee1 stabilizer
Cc1ccc(C)n1-c1ccc(C(=O)N/N=C/c2ccncc2)cc1	2.1	2	-2	-3	-30	-5	5	1.8	-1
COC(=O)COc1ccc(S(=O)(=O)NCc2ccco2)cc1	0.8	-3	-4	4	-6	-6	5	2.0	1
CC(=O)c1ccc2c(c1)OCCOCCOc1ccccc1OCCOCCO2	-0.9	6	-5	1	-3	21	5	0.9	-2
CN1CCN(c2nc(NCCOC34CC5CC(CC(C5)C3)C4)nc(OCC(F)(F)F)n2)CC1	0.5	4	0	-6	-26	1	7	-0.5	-3
CCOC(=O)c1c(NC(=S)Nc2ccc(Cl)cc2)sc2c1CCN(C)C2	0.3	-21[fluorescence artefact?]	0	-16	-19	10	1	4.2	-1
COc1ccccc1C1NC(=O)NC(C)=C1C(C)=O (stereo not drawn)	0.0	-14[fluorescence artefact?]	-2	-20	-2	10	-1	-0.3	-1
CN(C)S(=O)(=O)c1cccc(NC(=O)CSc2nc3ccccc3n2-c2ccccc2)c1	-1.8	-2	5	x	-23	-4	5	0.9	3
COc1ccc(C=O)cc1OS(=O)(=O)c1ccc(NC(C)=O)cc1	-0.5	-5	2	-4	-21	20	2	0.0	1
COCCCNC(=O)CN1C(=O)/C(=C\c2ccc(C)cc2)Sc2ccccc21	-0.1	0	2	-6	-22	-4	8	0.5	2
CC(=O)n1c(C=Nc2ccc(Cl)cc2)c(O)c2ccccc21	0.1	5	0	-18	-13	-13	2	0.0	-3
CCS(=O)(=O)NCCc1csc(-c2cccnc2)n1	1.4	5	-2	-19	-8	-5	4	-2.3	1
Cc1nn(-c2nnc(C)c(=O)[nH]2)c(C)c1SCC(=O)Nc1ccc(C(C)C)cc1	0.6	-4	-2	-5	-13	14	0	2.6	3
Cc1ccc(NC(=O)CN(C)C(=O)CSc2nnc(C(F)(F)F)n2C)cc1	0.6	3	3	4	-6	-12	5	-1.3	0
COc1ccc(-c2nc(SCC(=O)NCc3ccco3)c(-c3ccccc3)[nH]2)cc1OC	-1.3	2[fluorescence artefact?]	0	-1	-3	-15	8	0.0	-2
CCC(=O)N(CCC1(C(C)C)CCOC(C)(C)C1)C(C)c1cccs1 (stereo not drawn)	-1.1	3	-1	-20	-6	-23	0	-0.1	-2
Cc1ccc(N(CCCCN2C(=O)c3ccccc3C2=O)C(=O)c2cccs2)cc1	1.0	-3	-2	0	-13	-15	-2	-1.9	-1
O=C(CCCn1c(=O)[nH]c2cc(Cl)ccc2c1=O)NCCCN1CCCC1=O	0.0	-8	-1	-2	-4	-4	4	-2.2	2
O=C(c1ccccc1/S(=N/S(=O)(=O)c1ccccc1)N1CCOCC1)N1CCOCC1 (stereo not drawn)	0.4	x	-5	-11	-6	0	-1	1.7	0
O=C(O)CC(Sc1n[nH]c(=S)s1)C(=O)O (stereo not drawn)	1.9	6	-6	-19	3	8	3	1.0	2
CC(=O)NC(CC(C)C)C(=O)NC(Cc1ccccc1)C(N)=O (stereo not drawn)	0.3	0	-3	-16	-7	7	-1	0.1	-2
CCOC(=O)C1C(C(=O)OCC)C1(c1ccccc1)c1ccccc1 (stereo not drawn)	-0.2	1[fluorescence artefact?]	-2	1	-4	11	2	1.0	-3
Cc1cc(C(=O)CSc2nnc(Nc3ccccc3)s2)c(C)n1CC1CCCO1 (stereo not drawn)	-0.3	11	2	31*	1	1	0	-1.0	-1
C=CCN=C(NC#N)SCCc1ccccc1	0.6	1[fluorescence artefact?]	-2	2	-12	2	1	0.5	2
CC(CSc1nnnn1-c1ccccc1)Cn1c(N2CCN(C)CC2)nc2c1c(=O)[nH]c(=O)n2C (stereo not drawn)	-0.1	-1	-3	-6	-15	-6	0	-0.8	-1
C/C(=N\NC(=O)CNc1cccc(Cl)c1C)c1cccs1	0.7	-1	0	-12	11	13	7	0.9	1
O=C(O)c1ccc2noc(-c3ccccc3)c2c1	0.7	1	-2	-16	8	-14	-2	-0.3	3
CCC/C(O)=C1\C(=O)CCCC1=NCCc1c(C)[nH]c2ccccc12	-1.9	2	0	-2	0	2	-3	1.4	-2
CN1CCN(C(=O)CN(c2cc(C(F)(F)F)ccc2Cl)S(C)(=O)=O)CC1	0.0	1	-2	-12	-10	10	2	-0.3	-3
CC(=O)c1cccc(NC(=S)NCCc2ccc(Cl)cc2)c1	2.0	-1	-1	-14	-20	16	4	1.1	5

Rewritten with two lines to a compound: five of the compounds above.
Under each structure – PERK inh, eIF4E 4G PPI, Ba/F3 V617F tox, MDM2 E3 inh, S1P4 antag, NPY-Y2 PAM-ag, BaF3 parental, S1P4 agonist, Wee1 stabilizer
O=C(O)CC(Sc1n[nH]c(=S)s1)C(=O)O (stereo not drawn)
 : 1.9, 6, -6, -19, 3, 8, 3, 1.0, 2
COc1ccc(C=O)cc1OS(=O)(=O)c1ccc(NC(C)=O)cc1
 : -0.5, -5, 2, -4, -21, 20, 2, 0.0, 1
CC(CSc1nnnn1-c1ccccc1)Cn1c(N2CCN(C)CC2)nc2c1c(=O)[nH]c(=O)n2C (stereo not drawn)
 : -0.1, -1, -3, -6, -15, -6, 0, -0.8, -1
COCCCNC(=O)CN1C(=O)/C(=C\c2ccc(C)cc2)Sc2ccccc21
 : -0.1, 0, 2, -6, -22, -4, 8, 0.5, 2
O=C(CCCn1c(=O)[nH]c2cc(Cl)ccc2c1=O)NCCCN1CCCC1=O
 : 0.0, -8, -1, -2, -4, -4, 4, -2.2, 2

Shown as a hit in Wee1 stabilizer, of those listed so far:
molecule	PERK inh	eIF4E 4G PPI	MDM2 E3 inh	S1P4 antag	NPY-Y2 PAM-ag	S1P4 agonist	Wee1 stabilizer
O=C(O)/C=C/c1cnn(-c2ccccc2)c1	1.2	1	-26	-2	-6	1.2	15*

Assay outcomes deposited in PubChem BioAssay by several laboratories.
